GPR55 LPI antagonism = inhibition of LPI-stimulated GPR55 beta-arrestin translocation – imaging, U2OS, beta-arrestin-GFP, LPI agonist, primary screen (AID 2013) | U2OS GPR55 beta-arrestin-GFP translocation imaging, LPI antagonism; higher % means a stronger effect | one-dose inhibition, % at 10 µM; IC50 in µM for titrated hits | 290,000 tested, 0.13% active;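 active = spots per cell inhibited over 60%, with over 100 cells counted and total cytoplasm intensity under 500,000; inconclusive = wells with under 100 cells, flagged as likely toxic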;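 note: U2OS cells stably carrying GPR55 and arrestin-GFP stimulated by 5 µM LPI near EC80; imaged beta-arrestin-GFP aggregate spots per cell after agonist stimulation; plate controls were LPI-stimulated DMSO wells for no effect and DMSO wells without LPI for full effect; some results filed as inactive read as strong as hits; confirmed hits need IC50 under 10 µM and bright autofluorescent wells are also inconclusive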
NTR1 ag = agonists of NTR1, primary screen, imaging, U2OS cells, beta-arrestin-GFP, high content (AID 493036). P30989. NTR1-U2OS beta-arrestin-GFP spot imaging, agonist mode. activation, % at 20 µM. 330,000 tested, 0.17% active;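 active = activation at or above 40% of the spot to cytoplasm intensity ratio, with at least 20 cells analyzed; inconclusive = wells under 20 cells, flagged as cytotoxic or low count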;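 note: 0% = DMSO without peptide and 100% = 100 nM NTR1 peptide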
Target sequence (P30989 whole entry, looked up): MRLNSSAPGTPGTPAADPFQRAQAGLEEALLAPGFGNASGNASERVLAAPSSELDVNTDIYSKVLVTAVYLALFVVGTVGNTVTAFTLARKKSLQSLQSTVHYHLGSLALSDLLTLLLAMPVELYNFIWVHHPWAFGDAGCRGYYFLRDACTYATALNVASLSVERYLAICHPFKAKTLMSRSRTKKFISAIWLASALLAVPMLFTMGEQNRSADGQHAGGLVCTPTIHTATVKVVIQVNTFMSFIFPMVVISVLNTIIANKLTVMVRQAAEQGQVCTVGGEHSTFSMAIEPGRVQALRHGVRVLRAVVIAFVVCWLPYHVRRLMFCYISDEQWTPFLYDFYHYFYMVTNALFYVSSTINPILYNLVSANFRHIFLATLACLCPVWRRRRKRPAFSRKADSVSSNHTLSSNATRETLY
GPR55 beta-arrestin = GPR55 agonists via beta-arrestin recruitment, primary screen, imaging, U2OS cells, beta-arrestin-GFP redistribution (AID 1961) | U2OS GPR55 beta-arrestin-GFP redistribution imaging; higher % means a stronger effect | activation, % at 10 µM, or EC50 in µM where a hit was titrated | 290,000 tested, 0.048% active;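 active = activation above 40% with more than 50 cells counted in the well; inconclusive = wells holding fewer than 50 cells, flagged as toxic or sparse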;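 note: U2OS osteosarcoma cells stably expressing GPR55 and beta-arrestin-GFP; plate controls were DMSO negative control for no effect and LPI positive control for full effect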
Myeloid diff 2 = promotes myeloid progenitor differentiation; ER-HoxA9 myeloid progenitors, lysozyme-GFP differentiation, flow cytometry; calls only at 10 µM; 360,000 tested, 1% active; AID 624256;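 active = normalized GFP-positive differentiation at or above the plate's own cutoff, the solvent-only control mean plus 3 SD; inconclusive = no clear call, values can overlap the other calls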;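 note: cells exposed to compound for four days before flow analysis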
KOR beta-arrestin-1 = KOR antagonists, beta-arrestin recruitment, cell-based, luminescence, uHTS (AID 1778); 290,000 tested, 0.091% active; inhibition, % at 10 µM, or IC50 in µM where a hit was titrated; KOR beta-arrestin recruitment, luminescence, antagonist mode; higher % means a stronger effect; note: strong numbers were not always called active
NOD1 inhibition = inhibition of NOD1-driven NF-kB reporter – cell-based, luminescence, uHTS, primary screen (AID 1578). 290,000 tested, 1% active. inhibition, % at 4 µM, or EC50 in µM where a hit was titrated. NOD1-driven NF-kB luciferase reporter cells, luminescence; higher % means a stronger effect; in the data active = inhibition mostly above about 36%, no sharp cut-off; inactive = mostly below about 34%;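 note: HEK-293T reporter cells stimulated with the NOD1 agonist gamma-tri-DAP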
KOR beta-arrestin-2 = kappa opioid receptor activators – cell-based, luminescence, uHTS, primary screen (AID 1777); one-dose activation, % at 10 µM; EC50 in µM for titrated hits; KOR beta-arrestin recruitment, luminescence; higher % means a stronger effect; 280,000 tested, 0.02% active; in the data active = activation above about 50%, passing the limit was not always enough; note: a part of the inactive calls stands beside numbers as strong as those of hits
NOD2 inhibition = inhibition of NOD2-driven NF-kB reporter – cell-based, luminescence, uHTS, HEK293 (AID 1566) | HEK293 NOD2/NF-kB luciferase reporter, luminescence; higher % means a stronger effect | one-dose inhibition, % at 4 µM; EC50 in µM for titrated hits | 290,000 tested, 0.63% active; note: many of its hits are not listed in these tables
T cell modulator = modulates CD8 T cell binding to vesicles; 2C CD8+ T cell-vesicle binding, flow cytometry; stronger effect = lower value; calls only at 7 µM; 330,000 tested, 0.068% active; AID 2052;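 active = response, share of CD8 T cells binding vesicles, and their 90th percentile fluorescence all below set limits, cut at about 80% in these data, passing the limit was not always enough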
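Material: murine 2C transgenic CD8+ T lymphocytes / Also added: QL9-peptide-loaded Drosophila micro-vesicles bearing Ld, ICAM-1 and B7-1 / Schedule: binding step 1.5 h, 37 °C, antibody labelling 20 min, ice / Signal: flow cytometry, PE anti-B7-1 (FL2) versus Alexa647 anti-CD8 (FL8), PFA-fixed / Evaluation: percent CD8+ FL2 mean versus row control / Benchmarks: naked versus QL9-loaded vesicles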
T cell modulator vesicle-bound % = also measured in T cell modulator; calls as there; double positive events, %; measured here: CD8+ vesicle-bound cell fraction;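 binding gate set so that unloaded-vesicle control wells show 10% double positive cells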
NTR1 ag cell count 20 µM = also measured in NTR1 ag; calls as there; cell count; measured here: cell count, cytotoxicity flag
Myeloid diff 2 GFP+ MAC1+ % = second read-out of Myeloid diff 2, no call of its own (marks repeat the call); GFP+ MAC1+ double positive, %; measured here: differentiation confirmed by MAC1 staining
Active calls of the source: *; i = inactive; ? = inconclusive; nt = no result given; [ ] = dose if it differs, or a comment. Cut-off read from the data, not from the text of the source, unless noted: active = inhibition above about 50%; inactive = the rest. Some of the compounds tested; count on the stated rates, not on these rows.

SMILES | GPR55 LPI antagonism | NTR1 ag | NTR1 ag cell count 20 µM | GPR55 beta-arrestin | Myeloid diff 2 | Myeloid diff 2 GFP+ MAC1+ % | KOR beta-arrestin-1 | NOD1 inhibition | KOR beta-arrestin-2 | NOD2 inhibition | T cell modulator | T cell modulator vesicle-bound %
O=[n+]1cc(-c2ccc(Cl)cc2)n([O-])c2c1CCCCC2 | 3% | -0.8 | 34 | 0.8% | i | 0.5 | -22% | -17% | -1.8% | -8% | i | 42
CCCOCCOC(=O)C1=C(C)NC(=O)NC1c1cc(Cl)c(O)c(OC)c1 (stereo unspecified) | 2% | -0.4 | 48 | -0.3% | i | 10 | -6% | -4% | 4.1% | -3% | i | 57
CCN(C(=O)c1ccc2c(=O)n3c(nc2c1)CCCCC3)c1ccccc1C | -2% | -0.9 | 78 | 0.0% | i | 3.0 | -10% | -12% | -1.4% | 17% | i | 61
O=C(NCCOC(=O)c1ccc([N+](=O)[O-])cc1)c1cccnc1 | -3% | 1.6 | 47 | -0.3% | i | 0.4 | 11% | -39% | -0.8% | 5% | i | 70
CCC1CCCCN1CCCNC(=O)c1nn(C)c2c1CS(=O)(=O)c1ccccc1-2 (stereo unspecified) | 16% | -0.6 | 63 | -0.2% | i | 0.7 | -23% | -9% | -3.1% | 5% | i | 43
N#Cc1c(SCC(=O)OCc2ccccc2)nsc1SCC(=O)OCc1ccccc1 | 8% | 1.4 | 71 | -0.1% | i | 1.0 | 11% | -14% | 0.1% | 8% | i | 25
COc1cccc(/C=C/c2ccc3cccc(O)c3n2)c1 | 20% | 5.9 | 85 | 0.3% | i | 3.0 | 25% | 8% | -7.8% | -48% | i | 50
O=C(NCCO)/C(=C\c1ccc2c(c1)OCO2)NC(=O)c1ccc(Br)cc1 | -2% | -1.9 | 50 | -0.3% | i | 0.3 | -10% | -38% | -3.3% | -12% | i | 59
COc1cccc(CN(C)CC(O)COC(c2ccccc2)c2ccccc2C)c1 (stereo unspecified) | 8% | 9.2 | 59 | 1.7% | i | 0.0 | 11% | -13% | -0.8% | 8% | i | 19
CCc1ccccc1NC(=O)CSC1=C(C#N)C(c2ccc(O)c(OC)c2)C2=C(CCCC2=O)N1 (stereo unspecified) | 10% | -0.5 | 76 | -0.2% | i | 0.8 | 10% | -16% | -1.6% | 3% | i | 47
NCc1cc2c3c(c1)CCCN3CCC2 | -5% | -0.1 | 91 | -0.3% | i | 3.7 | 5% | -19% | -1.8% | 15% | i | 45
CC(C)CC(=O)Nc1ccc(N2CCOCC2)cc1 | -8% | -1.9 | 52 | 0.0% | i | 0.6 | -5% | -21% | 3.9% | 0% | i | 35
C/C(Cc1ccccc1)=N/NC(=O)CCCC(=O)N/N=C(/C)Cc1ccccc1 | 6% | 0.1 | 91 | -0.2% | i | 0.1 | -12% | -34% | -8.3% | 0% | i | 57
Cc1ccc2nc(SCc3nc4cc(Cl)ccc4c(=O)[nH]3)[nH]c2c1 | -5% | 0.5 | 50 | -0.6% | i | 0.7 | 11% | -50% | 2.8% | 12% | i | 52
CCOC(=O)c1ccc(NC(=O)COc2ccc(CNCCO)cc2OCC)cc1 | 4% | -0.6 | 33 | 0.2% | i | 0.1 | -29%[20 µM] | -10% | -6.5% | -38% | i | 31
CC1CCCCN1C(=O)Cn1cnc2c1c(=O)n(C)c(=O)n2C (stereo unspecified) | -4% | -1.0 | 86 | 0.2% | i | 0.5 | nt | -28% | nt | -23% | i | 58
O=C(Cn1c(=O)oc2ccc(Cl)cc21)NC1CCCCC1 | 3% | 0.0 | 50 | -0.1% | i | 4.1 | -33% | -19% | 4.8% | -7% | i | 58
CCN1CCN(C(=O)C(=O)c2cn(CC(=O)N3CCCC3)c3ccccc23)CC1 | 1% | 0.6 | 58 | -0.1% | i | 4.9 | 1% | -21% | 12% | 0% | i | 32
COC(=O)C1CCN(C(=O)C2CCN(C(=O)[C@H](C)NS(=O)(=O)c3ccc(C)cc3)CC2)CC1 | -4% | -1.0 | 89 | -0.1% | i | 1.4 | -41%[20 µM] | -9% | -6.2% | 14% | i | 13
O=C(Nc1ccc(NC(=O)c2cccnc2)cc1)c1ccccc1 | 12% | -0.9 | 58 | 0.2% | i | 2.7 | 12% | -7% | -3.5% | -4% | i | 36
COc1ccc(NC(=O)COC(=O)Cc2ccc(Br)cc2)cc1 | 2% | -0.8 | 85 | -0.7% | i | 0.3 | -24% | -30% | 0.1% | 4% | i | 59
O=C(Oc1ccc(Br)cc1C(=S)N1CCOCC1)c1cccc([N+](=O)[O-])c1 | -4% | 1.8 | 51 | -0.1% | i | 4.8 | -5% | -37% | -3.4% | -1% | i | 43
N#Cc1cnn2c(C(F)(F)F)c3c(nc12)CCCC3 | -8% | 1.5 | 48 | 0.1% | i | 0.0 | 18%[20 µM] | -25% | 1.5% | 11% | i | 44
CS(=O)(=O)N(CCc1ccccc1)CC(=O)NCc1cccnc1 | 7% | -0.8 | 54 | 0.6% | i | 0.3 | -12% | nt | 0.1% | 9% | i | 30
CCOc1ccc(CNC(=O)C(CC)n2nc(C)n3c(cc4occc43)c2=O)cc1OC (stereo unspecified) | 10% | -0.7 | 51 | -0.4% | i | 1.4 | 7% | 0% | -6.1% | -6% | i | 36
O=C(c1cccc(-c2ccc(O)cc2)c1)N1CCOCC1 | 4% | -2.5 | 87 | -0.1% | i | 1.3 | 4% | -25% | 1.0% | 2% | i | 20
CC(=NCCN1CCN(C(C)=C2C(=O)c3ccccc3C2=O)CC1)C1=C(O)CC(C)(C)CC1=O | -5% | 3.7 | 48 | 1.2% | i | 1.3 | 1% | -34% | -2.4% | 3% | i | 15
O=C(NC1CCCc2ccccc21)C1CCC(CNc2c(N3CCOCC3)c(=O)c2=O)CC1 (stereo unspecified) | -10% | -1.7 | 79 | 0.3% | i | 2.4 | -8% | -4% | 1.4% | 0% | i | 37
N#Cc1cn(CC(=O)NCCc2c[nH]c3ccccc23)c2ccccc12 | -3% | 0.8 | 76 | -0.1% | i | 1.4 | 10% | -23% | 6.7% | -9% | i | 39
CC(C)OC(=O)CSc1nc(N)c(C#N)c(-c2cccs2)c1C#N | -4% | 8.1 | 82 | 0.1% | i | 2.2 | -36% | -9% | -8.3% | 19% | i | 25

Some values from above:
CC(=NCCN1CCN(C(C)=C2C(=O)c3ccccc3C2=O)CC1)C1=C(O)CC(C)(C)CC1=O in GPR55 beta-arrestin is entered as 1.2%
Cc1ccc2nc(SCc3nc4cc(Cl)ccc4c(=O)[nH]3)[nH]c2c1 in NTR1 ag cell count 20 µM is entered as 50

Continuation:
SMILES | GPR55 LPI antagonism | NTR1 ag | NTR1 ag cell count 20 µM | GPR55 beta-arrestin | Myeloid diff 2 | Myeloid diff 2 GFP+ MAC1+ % | KOR beta-arrestin-1 | NOD1 inhibition | KOR beta-arrestin-2 | NOD2 inhibition | T cell modulator | T cell modulator vesicle-bound %
CCc1nc(-c2ccc(OC)c(OC)c2)cc2cc(OC)c(OC)cc12 | 4% | 5.1 | 38 | 0.1% | i | 1.1 | -2% | -4% | 2.1% | 14% | i | 59
CC1=NN(c2ccccc2)C(=O)C1=C(C)C | -5% | 2.0 | 88 | 0.1% | i | 0.4 | 8% | -16% | -6.2% | -5% | i | 48
COc1ccc(CCNc2ccc(C(CC(N)=O)NC(=O)c3ccc(Br)cc3)cc2[N+](=O)[O-])cc1 (stereo unspecified) | 12% | 15 | 77 | -0.1% | i | 0.6 | 13% | -2% | 9.5% | -15% | i | 24
CCn1c(SCC(=O)Nc2nnc(C)s2)nc2c(c1=O)SC(C)C2 (stereo unspecified) | 9% | 2.3 | 55 | 0.2% | i | 4.0 | 28% | -9% | -4.3% | 18% | i | 37
O=C(O)c1ccccc1NC(=O)C1C2C=CC(C2)C1C(=O)O (stereo unspecified) | 9% | -0.7 | 44 | 0.2% | nt | nt | -12%[20 µM] | 0% | 3.9% | -4% | i | 56
Cc1cccc(S(=O)Cc2ccc(C(=O)N3CCN(C(=O)c4ccco4)CC3)o2)c1 (stereo unspecified) | 2% | -0.6 | 71 | -0.1% | ? | nt | -4% | -43% | -0.5% | 9% | i | 9
CCOC(=O)CSc1nc(N)nc(C)c1Br | 6% | -0.3 | 57 | -0.2% | i | 1.1 | -4% | -16% | -7.9% | 4% | i | 32
CCOC(=O)c1nc(C)sc1-c1ccnn1S(=O)(=O)c1ccccc1C(F)(F)F | -12% | 1.9 | 60 | -0.2% | i | 0.3 | -15% | -5% | 3.3% | -17% | i | 14
O=C(NCCCN1CCN(c2ccc(F)cc2)CC1)Nc1ccc([N+](=O)[O-])cc1 | 5% | 1.5 | 61 | -0.2% | i | 0.4 | 6% | -6% | 1.6% | -16% | i | 26
O=C(c1ccc2c(c1)OCCCO2)c1cccs1 | -8% | 0.8 | 81 | 0.2% | i | 1.6 | 2% | -79% | -4.2% | -72% | i | 34
COc1ccc(C(=O)N2CCC(C(=O)Nc3ccccc3C)CC2)cc1OC | -1% | -1.0 | 32 | -0.1% | i | 1.6 | 18%[20 µM] | -9% | -0.6% | 18% | i | 9
CSc1ccccc1OCc1cc(C(=O)N(C)Cc2ccc3nsnc3c2)no1 | -7% | 1.4 | 66 | 0.3% | i | 1.8 | -6% | -79% | 3.2% | -70% | i | 63
COc1cccc(NC(=O)CN(C)S(=O)(=O)c2ccc3[nH]c(=O)oc3c2)c1 | 14% | 0.5 | 62 | -0.2% | ? | nt | -38% | -6% | -2.6% | 15% | i | 32
CC(=O)Nc1ccc(C(=O)Nc2ccncc2)cc1 | 8% | -0.4 | 64 | -0.3% | i | 0.5 | -39%[20 µM] | 13% | 5.3% | 14% | i | 48
COc1ccc(/C=N/n2c(C)cc(C)cc2=O)cc1 | 0% | -0.1 | 57 | -0.2% | i | 0.9 | -19% | -30% | 1.1% | -18% | i | 50
COc1ccc(OCC(=O)N/N=C/c2ccc(N(C)C)cc2)cc1 | 12% | 1.1 | 100 | 0.6% | i | 0.0 | -8% | -19% | -1.8% | -12% | i | 54
COc1ccc(C(=O)Sc2ccc(Cl)cc2)cc1OC | 9% | 0.2 | 66 | 0.2% | i | 0.3 | -5% | -13% | 4.5% | 24% | i | 57

Bioassay records deposited in PubChem BioAssay by several laboratories.
